PLK1 inh: human PLK1 kinase inhibitors, primary screen, biochemical, TR-FRET. Serine/threonine-protein kinase PLK1 (Homo sapiens), P53350. recombinant PLK1 kinase, TR-FRET peptide phosphorylation. inhibition, % at 10 µM. 97,000 compounds, 0.53% hits. AID 619, 2007;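 active means inhibition of 50% or more in the single-concentration screen; inactive means inhibition below 50%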;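 further: 0% = DMSO max control and 100% = H-89 dihydrochloride min control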
PLAP act: PLAP enzyme activators, biochemical, luminescence, HTS. Alkaline phosphatase, placental type (Homo sapiens), P05187. purified PLAP enzyme, luminescent substrate read-out; hits give high values. 96,000 compounds, 1.2% hits. activation fold at 20 µM; in the data active means activation fold above about 2
Target sequence (P05187 whole entry, looked up): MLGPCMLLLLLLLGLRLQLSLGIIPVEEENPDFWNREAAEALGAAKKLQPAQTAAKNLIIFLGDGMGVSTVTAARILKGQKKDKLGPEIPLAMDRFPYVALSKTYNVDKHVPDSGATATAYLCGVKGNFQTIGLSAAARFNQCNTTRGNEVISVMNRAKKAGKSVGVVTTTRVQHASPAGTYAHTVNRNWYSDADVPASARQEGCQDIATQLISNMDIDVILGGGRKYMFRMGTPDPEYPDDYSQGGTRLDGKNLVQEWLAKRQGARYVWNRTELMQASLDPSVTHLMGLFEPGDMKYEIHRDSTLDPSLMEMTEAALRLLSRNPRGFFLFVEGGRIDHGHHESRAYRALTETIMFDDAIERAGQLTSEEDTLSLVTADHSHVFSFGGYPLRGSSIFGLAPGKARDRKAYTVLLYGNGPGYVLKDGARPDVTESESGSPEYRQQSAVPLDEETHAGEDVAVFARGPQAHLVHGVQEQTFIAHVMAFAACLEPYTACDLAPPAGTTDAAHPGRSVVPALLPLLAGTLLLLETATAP
PLK1 PBD inh: Plk1 polo box domain binding inhibitors, primary screen, biochemical, fluorescence polarization; AID 693, 2007; Plk1 PBD phosphopeptide binding; 97,000 compounds, 0.13% hits; inhibition, %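 (tested at about 20 µM)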; in the data active means inhibition above about 34%, passing the limit was not always enough
Rev-RRE block: HIV-1 Rev-RRE binding inhibitors, primary screen, biochemical, FRET, protein-RNA interaction. inhibition, % at 8 µM. AID 704, 2007. P05866. 97,000 compounds, 0.79% hits. Rev peptide-RRE RNA binding;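 active means inhibition above the screen-wide mean plus 3 SD, cut at about 35% in these data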;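 further: 0% = median DMSO wells and 100% = median Neomycin B control wells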
Target sequence (P05866 whole entry, looked up): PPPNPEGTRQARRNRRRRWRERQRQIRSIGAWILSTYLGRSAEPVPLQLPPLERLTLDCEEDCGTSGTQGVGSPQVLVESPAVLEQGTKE
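Test system – labelled RRE RNA duplex and labelled Rev peptide · Reagent – labelled Rev peptide · Doses – one concentration, 8 µM nominal · Incubation – 5 + 15 min at 25 °C · Signal – FRET fluorescence readout · Read-out basis – % inhibition of FRET ratio versus controls · Control set – DMSO wells as 0% and neomycin B wells as 100% inhibition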
EphB4 ephrin blk: EphB4-ephrin-B2 interaction antagonists, primary screen, biochemical, TNYL-RAW peptide probe, fluorescence polarization; EphB4 LBD / TNYL-RAW-Alexa532 peptide; inhibition, % at 7 µM; 97,000 compounds, 0.15% hits; AID 720, 2007;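 active means inhibition above the screen-wide mean inhibition plus 3 SD, cut at about 15% in these data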;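 further: 0% = DMSO wells and 100% = excess unlabeled TNYL-RAW peptide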
CYP2C9 activ: human CYP2C9 activators, primary screen, biochemical, luminescence; Cytochrome P450 2C9 (Homo sapiens), P11712; recombinant CYP2C9, luciferin-H conversion; hits give high values; factor 1 = untreated enzyme, 0 = blocked; activation factor at 5 µM; 96,000 compounds, 1.4% hits; AID 1024, 2008;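 active means activation factor of 2 or more for CYP2C9 at a 5 µM dose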;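 further: 0 = sulfaphenazole-blocked wells and 1 = vehicle-only wells; values of inactives mirror those of a sister screen read the other way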
CYP2C19 activ: human CYP2C19 activators, primary screen, biochemical, luminescence | recombinant CYP2C19, luciferin-H EGE luminescence; hits give high values; 0 = fully inhibited enzyme, 1 = untreated enzyme | activation factor at 5 µM | 96,000 tested, under 10 active;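 active means activation factor of at least 2 at 5 µM in the primary screen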;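 further: 0 = wells with 2.5 mM tranylcypromine and 1 = vehicle-only wells; values of inactives mirror those of a sister screen read the other way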
Target sequence (P33261 whole entry, looked up): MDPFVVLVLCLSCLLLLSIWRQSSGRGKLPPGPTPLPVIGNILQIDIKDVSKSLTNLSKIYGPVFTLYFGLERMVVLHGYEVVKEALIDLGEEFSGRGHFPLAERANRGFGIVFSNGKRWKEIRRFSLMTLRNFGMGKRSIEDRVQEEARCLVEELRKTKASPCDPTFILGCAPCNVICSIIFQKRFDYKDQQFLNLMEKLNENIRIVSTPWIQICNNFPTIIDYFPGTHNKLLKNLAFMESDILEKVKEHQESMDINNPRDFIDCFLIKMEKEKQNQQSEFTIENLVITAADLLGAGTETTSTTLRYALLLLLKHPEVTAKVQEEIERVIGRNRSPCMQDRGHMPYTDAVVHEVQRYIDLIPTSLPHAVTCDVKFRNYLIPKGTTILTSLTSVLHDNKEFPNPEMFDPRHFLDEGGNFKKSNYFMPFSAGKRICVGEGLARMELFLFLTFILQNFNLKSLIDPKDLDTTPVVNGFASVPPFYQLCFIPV
CYP2C19 inh: blockers of cytochrome P450 2C19 activity – biochemical, luminescence, ADME assay, primary screen; CYP2C19 Supersomes, luciferin-H EGE luminescence, 30 min; inhibition, % at 5 µM; 96,000 compounds, 21% hits; P33261;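 active means CYP2C19 inhibition above a set limit at 5 µM in the primary screen, cut at about 50% in these data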;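 further: plate controls were negative control wells for no effect and 2.5 mM tranylcypromine positive control for full effect; values of inactives mirror those of a sister screen read the other way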
CYP2C9 inh: blockers of cytochrome P450 2C9 activity – biochemical, luminescence, ADME assay, primary screen. AID 777, 2007. inhibition, % at 5 µM. P11712. CYP2C9 Supersomes, luciferin-H conversion. 96,000 compounds, 20% hits;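 active means blocking of liver enzyme CYP2C9 beyond about 50% at 5 µM, limit read from the data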; further: values of inactives mirror those of a sister screen read the other way
An asterisk follows results filed as active; nt = no result given.

SMILES	PLK1 inh	PLAP act	PLK1 PBD inh	Rev-RRE block	EphB4 ephrin blk	CYP2C9 activ	CYP2C19 activ	CYP2C19 inh	CYP2C9 inh
Cc1ccc(S(=O)(=O)N(Cc2ccccc2)Cc2ccco2)cc1	-12.8	0.7	25.2	17.3	1.9	0.1	0.2	82.9*	90.0*
COc1ccccc1CNC(=O)c1ccc(CNc2c(N3CCCC3)c(=O)c2=O)cc1	nt	1.1	nt	nt	nt	1	1	-0.6	-4.9
O=C(Nc1ccccc1)C1CCN(C(=O)c2ccccc2)CC1	-3.6	1	8.1	9.0	1.1	0.6	0.8	22.9	35.1
Cc1c(C(=O)N2CCOCC2)[nH]c2ccc(OCc3ccccc3)cc12	0.3	2*	-2.3	10.1	-5.2	0.3	0.6	43.3	72.7*
COc1ccc(CCNC(=O)c2nnc(Cc3ccc(Cl)cc3)o2)cc1OC	-2.9	1.1	7.9	7.4	-6.0	0.5	0.9	14.7	46.4
N#CN=C1CCCCCN1CC(N)=O	-8.1	0.8	-2.9	6.3	11.3	1	1	2.0	-1.5
Cc1ccc(N2C(=O)CC3(CC4C=CC3C4)C2=O)cc1 (stereo unspecified)	2.5	0.8	18.0	3.4	-1.7	0.2	0.6	37.2	80.9*
CCOC(=O)CN1CC23C=CC(O2)C(C(=O)Nc2ccc(OC)cc2OC)C3C1=O (stereo unspecified)	-7.0	1.2	13.2	3.5	-6.0	1.1	1	-2.4	-7.0
Cc1ccc(-c2nn(C)c(=O)c3ccccc23)cc1CNC(=O)CN1CCOCC1	-9.4	1.6	-7.1	1.0	-4.5	0.7	0.9	7.2	28.5
COc1cc2c(cc1OC)CN(C(=O)c1ccc(OC)c(S(=O)(=O)N3CCOCC3)c1)CC2	-1.9	1.7	-7.5	3.8	-3.5	0.8	0.9	7.4	20.9
Cc1csc(SCC(=O)Nc2ccccn2)n1	-1.7	0.9	9.7	3.7	-2.1	1	0.7	33.0	0.9
CCCn1nnc(NC(=O)c2cccc(OCc3ccccc3)c2)n1	-9.4	0.9	9.5	2.1	-2.9	0.4	0.5	47.1	60.9*
O=C(O)C1CCCCC1C(=O)Nc1cccc2ccccc12 (stereo unspecified)	-13.3	nt	-11.5	2.7	-2.0	nt	nt	nt	nt
Cc1ccc(Cn2nnnc2CN2CCC(c3nc4ccc(Cl)cc4[nH]3)CC2)cc1	-15.9	1.9	-17.3	11.6	-8.3	0.1	0.1	88.9*	90.5*
COc1cccc(-n2nnnc2SCC(=O)NC2CCCC2)c1	-4.7	0.8	-31.2	8.0	1.5	2*	0.6	43.5	-98.2
Cc1cccc2cc(/C=C3\N=C(c4ccccc4)OC3=O)c(N3CCOCC3)nc12	-1.9	1.4	18.8	1.8	-1.8	0.9	0.9	11.6	7.1
Cc1ccc(CNC(=O)C(C)OC(=O)c2cccs2)cc1 (stereo unspecified)	-2.1	1.1	-23.7	-3.8	1.2	0.3	0.2	76.7*	67.7*
O=C(NCc1ccncc1)c1ccc(Cl)c(S(=O)(=O)N2CCOCC2)c1	-11.0	0.9	9.5	6.3	5.9	0.2	0.3	67.8*	81.9*
O=C(NCc1ccco1)C1CCN(S(=O)(=O)Cc2ccccc2)CC1	-8.7	nt	9.6	4.4	8.6	nt	nt	nt	nt
CNC(=O)c1ccccc1-c1ccccc1	-8.6	1	-7.7	6.2	3.4	1.1	1.1	-8.6	-14.4
CC(C)c1nc(SCC(=O)N2CCCc3ccccc32)c2c(=O)n(C)c(=O)n(C)c2n1	-9.1	1.3	14.8	-1.1	0.9	0.7	1.1	-12.9	33.3
CS(=O)(=O)N1CCN(C(=O)c2cc(-c3ccncc3)nc3ccc(Cl)cc23)CC1	-5.0	1.1	12.6	6.0	-0.6	0.3	0.6	36.4	67.5*
O=C(Nc1ccccc1C(F)(F)F)c1cccnc1	9.4	1.1	6.2	10.0	-1.4	1.1	1	1.7	-9.7
CCCC(=O)Nc1ccc(-c2nc3cc(C)c(C)cc3o2)cc1	-10.3	1	1.7	33.8	-2.9	1.1	0.9	9.0	-8.3
Cc1ccc2nc(NC(=O)C3CCCN(S(=O)(=O)c4cccc5nsnc45)C3)sc2c1 (stereo unspecified)	-8.9	1.5	-16.9	-1.5	1.6	0.5	0.5	49.5	51.7*
(cont.)
SMILES	PLK1 inh	PLAP act	PLK1 PBD inh	Rev-RRE block	EphB4 ephrin blk	CYP2C9 activ	CYP2C19 activ	CYP2C19 inh	CYP2C9 inh
CCCCNC(=S)N(C)/N=C/c1ccccc1C(=O)O	-15.3	1.1	-26.9	-2.8	-1.4	1	0.7	26.5	0.8
COc1ccc(NC(=O)CCNS(=O)(=O)c2ccc(Br)s2)cc1	-2.1	0.8	-21.5	-3.4	2.0	0.3	0.7	29.1	68.2*
CCOc1cc(C)c(C(C)C)cc1S(=O)(=O)n1ccc(C)n1	-4.9	0.9	0.8	5.8	4.3	0.6	0.5	54.2*	37.7
O=C(O)CC(c1cccc2ccccc12)n1cccc1 (stereo unspecified)	-15.2	1.1	4.9	4.2	-3.2	0.5	0.8	23.4	50.8*
Cc1csc(NC(=O)C2CCCN(S(=O)(=O)c3cccnc3)C2)n1 (stereo unspecified)	-8.9	1	-10.5	4.3	-5.4	0.6	0.7	25.7	41.6
C=CCNc1cc(C)oc(=O)c1C(=O)CCC	-12.7	1	3.2	6.9	-5.4	1.3	1	-1.8	-26.4
CC(=O)/C(C#N)=C1\NC(=O)C(Cc2ccccc2Cl)S1 (stereo unspecified)	-12.9	nt	-16.5	5.0	-6.1	nt	nt	nt	nt
Cc1cccc(CSc2nnc(-c3ccccn3)n2N)c1	-7.2	1.4	-19.8	2.6	-8.2	1.4	0.4	59.9*	-42.3
N#CCSc1nnc(CNc2ccc(F)cc2)o1	-2.3	nt	-3.7	9.2	4.9	nt	nt	nt	nt
Cc1nn(-c2ccccc2)c2[nH]c(=O)c(CNCc3ccc4c(c3)OCO4)cc12	-6.1	1.6	-9.5	3.6	-6.8	1.2	1.1	-12.9	-19.8
CC(C)Cc1cc(C(=O)Nc2cccnc2)no1	-8.5	0.9	-25.6	1.0	6.4	0.6	0.8	15.9	38.9
CCOC(=O)c1ccc(NC(=O)CN2C(=O)CNC2=O)cc1	-14.2	nt	13.6	2.6	0.8	nt	nt	nt	nt
Cc1ccc(SCC(=O)NCCC2=CCCCC2)cc1	-11.5	0.9	-19.6	5.2	2.0	0.5	0.4	60.0*	50.6*
COc1ccc(NCc2n[nH]c(=O)c3ccccc23)cc1	0.4	0.8	6.2	-2.5	-1.0	0.6	0.6	35.3	36.2
CCOc1ccc(NC(=O)CCN2CCN(S(=O)(=O)c3cc(Cl)ccc3OC)CC2)cc1	-4.3	1.4	-34.1	5.6	-7.2	0.3	0	96.4*	67.6*
CN(C)c1ccc(/C=N/NC(=O)c2ccc(Cl)cc2)cc1	-4.8	0.9	-31.5	-3.0	1.2	0.9	1.1	-12.9	8.8
Cc1onc(-c2c(F)cccc2Cl)c1C(=O)NC1CCSC1=O (stereo unspecified)	-2.8	2.1*	2.8	6.0	-9.1	0.4	0.2	81.5*	64.8*
COc1ccc(OC)c(S(=O)(=O)N(C)CC(=O)Nc2ccccc2OC)c1	-3.9	0.9	8.8	1.1	-1.1	0.7	0.2	76.9*	26.0
CCN1C(=O)OC2(CCCCC2)C1(C)O (stereo unspecified)	-6.0	1.1	-42.6	8.9	4.3	1.1	1.2	-18.1	-8.0
CCCc1nc2scc(-c3ccccc3)c2c(=O)n1N	-3.8	1	2.0	3.9	12.2	0.8	0.8	21.7	18.0
COc1ccc(NC(=O)Cn2c(=O)n(CC(=O)NCc3ccco3)c(=O)c3ccccc32)cc1	-8.0	0.9	2.9	1.9	-6.9	0.9	1	-0.3	9.1
CCOc1ccc2cc(S(=O)(=O)N3CCN(C)CC3)ccc2c1	-9.0	nt	-34.4	6.7	-1.6	nt	nt	nt	nt
CCCC(=O)Nc1nnc(CC(=O)OCC)s1	-7.8	0.9	-20.8	6.2	-1.2	1.1	1	-0.3	-12.8
O=C(CN1C(=O)CSC1=O)NCc1ccccc1	-11.4	1.2	22.3	8.8	2.9	1.1	1	-3.5	-11.0
CC(C(=O)NCCC1=CCCCC1)N1C(=O)c2ccccc2C1=O (stereo unspecified)	-12.2	1.1	4.6	4.5	-0.1	0.8	0.8	22.8	22.6
New compounds follow.
SMILES	PLK1 inh	PLAP act	PLK1 PBD inh	Rev-RRE block	EphB4 ephrin blk	CYP2C9 activ	CYP2C19 activ	CYP2C19 inh	CYP2C9 inh
COc1ccc(N(Cc2ccccc2)S(=O)(=O)c2cccc(C(=O)NC3=NCCS3)c2)cc1	-13.0	1	24.7	3.5	1.2	0	0.3	71.3*	97.3*
Cc1ccc(S(=O)(=O)N(Cc2ccccc2)c2ccccc2C(=O)NCc2ccco2)cc1	-8.1	1	-8.4	0.7	1.5	0	0.5	48.2	99.0*
Cc1[nH]c2ccc(F)cc2c(=O)c1SC(F)(F)C(F)C(F)(F)F (stereo unspecified)	-1.4	1	-3.4	10.6	4.8	0.4	0.2	79.7*	55.5*
Cc1ccc(-n2c3c(cc(C(=O)N4CCN(C)CC4)c2=O)C(=O)CC(C)(C)C3)cc1	nt	1.2	nt	nt	nt	1.2	1	-0.6	-15.5
Clc1cc2nc3ccccn3c2cc1Cl	-11.7	1	-22.5	-0.4	-4.4	1	0.8	17.4	-1.0
Cc1cccc(C(=O)NCCN(C)C)c1	-12.7	0.7	26.3	5.0	-2.9	1	1	-1.0	2.4
COc1ccc(C(C)=O)c2c(O)cccc12	-4.8	1.1	8.1	7.1	-1.3	0.6	0.1	87.4*	39.4
CCCc1cc2c(=O)c(-c3ccc4c(c3)OCCO4)c(C)oc2cc1OS(C)(=O)=O	-1.2	1.4	-8.9	10.9	6.6	0.9	0.8	23.0	11.0
COc1nc(NCc2ccco2)nc(NC2CCCCC2)n1	-8.8	nt	6.7	4.6	3.2	nt	nt	nt	nt
O=C(OC(C(=O)NC1CCCC1)c1cccnc1)C1=Cc2ccccc2OC1 (stereo unspecified)	-10.0	1	-15.5	1.8	-1.2	0.6	0.6	45.0	44.4
Cc1ccc(NC(=O)c2ccc(CSc3ccccn3)cc2)cc1	-13.0	0.7	5.0	-6.2	2.2	1.1	0.8	21.1	-14.6
CCOc1ccc(/C(O)=C2\C(=O)C(=O)N(CCN(C)C)C2c2cccc(OC)c2OC)cc1Cl (stereo unspecified)	-7.3	1.7	16.3	-0.3	-5.5	1.2	1.2	-16.2	-20.9
COc1ccc(CN2C(=O)CCC2(C)C(=O)NC2CCCCC2)c(OC)c1 (stereo unspecified)	-5.2	1.1	5.9	1.7	4.4	0.7	1.1	-7.4	33.1

Four structures out of the list, sorted by SMILES length, rising.
SMILES	PLK1 inh	PLAP act	PLK1 PBD inh	Rev-RRE block	EphB4 ephrin blk	CYP2C9 activ	CYP2C19 activ	CYP2C19 inh	CYP2C9 inh
Clc1cc2nc3ccccn3c2cc1Cl	-11.7	1	-22.5	-0.4	-4.4	1	0.8	17.4	-1.0
Cc1cccc(C(=O)NCCN(C)C)c1	-12.7	0.7	26.3	5.0	-2.9	1	1	-1.0	2.4
COc1ccc(C(C)=O)c2c(O)cccc12	-4.8	1.1	8.1	7.1	-1.3	0.6	0.1	87.4*	39.4
COc1ccc(CN2C(=O)CCC2(C)C(=O)NC2CCCCC2)c(OC)c1 (stereo unspecified)	-5.2	1.1	5.9	1.7	4.4	0.7	1.1	-7.4	33.1
